PriA SSB inh: blocks PriA binding to SSB C-terminal tail; AlphaScreen SSBct-PriA binding, biotinylated peptide; inhibition, % at 33 µM; 430,000 compounds, 0.6% hits; in the data active means inhibition mostly above about 37%, no sharp cut-off; inactive means mostly below about 20%;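 further: plate controls were negative control peptide for no effect and reference peptide for full effect; strong numbers were not always called active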
The depositor's hits bear a star; & = joins results of further samples. This is a subset; the hit share may differ from the screen's.

> Cc1nnsc1C(=O)N1CCC(CNC(=O)CCc2c(C)noc2C)CC1
  PriA SSB inh = -4

> CC(=O)Nc1ccc(C(=O)NCCNC(=O)c2c(F)cccc2Cl)cc1
  PriA SSB inh = -14

> Cn1c(=O)c2ccc(C(=O)NC3CCCCC3)cc2n2c(=O)n(Cc3cccc(C(F)(F)F)c3)nc12
  PriA SSB inh = -2

> O=C(O)CCC(=O)N1N=C(c2ccc(F)cc2)CC1c1ccc2nccnc2c1 (configuration not stated)
  PriA SSB inh = 4

> Cc1nnc(CNC(=O)c2cnn(-c3ccccc3)n2)o1
  PriA SSB inh = -12

> CC(C)Sc1ccc(CC(=O)NCC#CCN(C)C)cc1
  PriA SSB inh = 6

> O=C(Nc1onc2c1CCCC2)C1CN(C(=O)COc2ccccc2F)C1
  PriA SSB inh = -8

> Cc1cccn2c(=O)c3cc(C(=O)NC4CC(C)CC(C)(C)C4)sc3nc12 (configuration not stated)
  PriA SSB inh = -18&-11

> Cn1cc(C(=O)NCCC2=CCCCC2)c(S(=O)(=O)N2CCN(c3ccc(Cl)cc3)CC2)n1
  PriA SSB inh = 1

> Cc1cc(NC(=O)c2ccccc2Cl)n(-c2nc3c(cnn3-c3cccc(C)c3C)c(=O)[nH]2)n1
  PriA SSB inh = 53*

> O=C(C1CCC1)N1CCOC(c2cc(Cl)cc(Cl)c2)C1 (configuration not stated)
  PriA SSB inh = -8

> Cc1ccc(NC(=O)C(=O)NCc2ccccn2)cc1Cl
  PriA SSB inh = 3

> Cc1cc(-c2nc(C3CC(=O)N(Cc4ccc(F)cc4)C3)no2)n[nH]1 (configuration not stated)
  PriA SSB inh = 5

> CCOC(=O)CCC(=O)Nc1ccn2nccc2c1
  PriA SSB inh = -54

> CC(C)OP(=O)(OC(C)C)C(N)Cc1ccccc1 (configuration not stated)
  PriA SSB inh = -7

> COc1ccc(-n2c(C)nc3ccc(NS(=O)(=O)c4ccccc4[N+](=O)[O-])cc3c2=O)cc1
  PriA SSB inh = -8

> COC(=O)N1CCc2ccc(F)cc2C1C(=O)Nc1cccc(OC(F)F)c1 (configuration not stated)
  PriA SSB inh = -26

> CC(=O)N1CC(C(=O)Nc2ccc3c(c2)OCO3)C1
  PriA SSB inh = -5

> Cc1ccc(C(=O)NCCn2ncc3c(=O)n(Cc4cccc(F)c4)cnc32)cc1C
  PriA SSB inh = -10

> C=CCn1c(SCC(=O)c2ccc3c(c2)OCO3)nc2sc3c(c2c1=O)CCCCC3
  PriA SSB inh = -13

> Cn1c(=O)c2ccc(C(=O)NC3CCCCC3)cc2n2c(=O)n(CC#N)nc12
  PriA SSB inh = -9

> CCCC(C)=NNc1nc2c(c(=O)n(C)c(=O)n2C)n1C
  PriA SSB inh = -10

> COc1ccc(C(=O)NCc2ccc(F)cc2)cc1OC
  PriA SSB inh = -7

> CCOC(=O)c1ccc(NC(=O)CSc2ncnc3c2nnn3Cc2ccccc2)cc1
  PriA SSB inh = -6

> Cc1cc(C(=O)Nc2cccc3c2C(=O)NC3=O)no1
  PriA SSB inh = -7

> COc1cc2c(cc1OC)C(=CC(=O)c1ccccc1F)NCC2
  PriA SSB inh = 8

> CCCN(CCC)Cc1c(C(=O)NN=Cc2c[nH]c3ccccc23)nnn1-c1nonc1N
  PriA SSB inh = 13

> CN(C)CCCN(C(=O)c1ccc([N+](=O)[O-])s1)c1nc2cc3c(cc2s1)OCO3
  PriA SSB inh = 3

> C=CCNC(=O)Cn1c(-c2nnc(CC)o2)cc2ccccc21
  PriA SSB inh = -8

> O=C(NCc1ccccc1)N1CCC(c2nnc(C(F)(F)F)o2)CC1
  PriA SSB inh = 0

> COc1ccc(CNC(=O)N2CCC(Oc3ccc(C(F)(F)F)cn3)CC2)cc1OC
  PriA SSB inh = -4

> CC1CCN(C(=O)Cn2cc(S(=O)(=O)CC(=O)NCc3ccccc3Cl)c3ccccc32)CC1
  PriA SSB inh = -6

> Cc1cc(C)n(CCN(C(=O)CSc2ccc(F)cc2)c2nc3ccccc3s2)n1
  PriA SSB inh = 2&9

> Cc1ccc(COc2ccc(-c3cc(C(=O)N/N=C\c4c(C)[nH]c5ccccc45)[nH]n3)cc2)cc1
  PriA SSB inh = 23

> Cn1ccc2cc(C(=O)Nc3nc(-c4ccccn4)cs3)ccc21
  PriA SSB inh = 110*

> NC(=NOS(=O)(=O)c1ccc(Cl)cc1)c1ccccn1
  PriA SSB inh = 8

> CON=C(c1nonc1N)N1CCN(c2ccc([N+](=O)[O-])cc2Cl)CC1
  PriA SSB inh = 21

> Cc1nn(C)c(C)c1S(=O)(=O)NCC1(Sc2ccccc2)CCOCC1
  PriA SSB inh = -9

> Cc1nnsc1C(=O)N(c1ccccc1)c1ccccc1
  PriA SSB inh = -17

> Cc1ccccc1N1OC2C(=O)N(c3sc4c(c3C#N)CCCC4)C(=O)C2C1c1ccccc1 (configuration not stated)
  PriA SSB inh = 8

> CCn1cc(C(=O)OCC(=O)Nc2cc(Cl)ccc2OC)c(=O)c2ccc(C)nc21
  PriA SSB inh = 1

> COc1ccc(C(=O)N(Cc2ccsc2)C2CC2)cc1F
  PriA SSB inh = -9

> CC(NC(=O)C1CCN(c2ccc(-c3cccnc3)nn2)CC1)c1ccccc1 (configuration not stated)
  PriA SSB inh = -27

> Cc1cc(NC(=O)c2cc(C)nn2C)n(C)n1
  PriA SSB inh = -7

> COc1cccc(-c2c(C(=O)NN=Cc3cccs3)nnn2-c2nonc2N)c1
  PriA SSB inh = 1

> COc1ccc(NC(=O)CSc2nc3c(cnn3-c3ccc(S(N)(=O)=O)cc3)c(=O)[nH]2)c(OC)c1
  PriA SSB inh = -11

> O=C(O)c1cccc(-c2ccc(C=NNC(=O)C3COc4ccccc4O3)o2)c1 (configuration not stated)
  PriA SSB inh = -7

> C=CCN1C(=O)C(C)(C)COc2cc(NC(=O)c3ccc4c(c3)OCO4)ccc21
  PriA SSB inh = 20

> Cc1n[nH]c(C)c1C(=O)NCc1nc(-c2cccn2C)no1
  PriA SSB inh = -11

> Cc1cc(C)n(-c2ccc(C(=O)NCc3cccs3)nn2)n1
  PriA SSB inh = -1

Overlap with the part before: 5 entries, followed by the next part.
Compound	PriA SSB inh
COc1ccc(NC(=O)CSc2nc3c(cnn3-c3ccc(S(N)(=O)=O)cc3)c(=O)[nH]2)c(OC)c1	-11
O=C(O)c1cccc(-c2ccc(C=NNC(=O)C3COc4ccccc4O3)o2)c1 (configuration not stated)	-7
C=CCN1C(=O)C(C)(C)COc2cc(NC(=O)c3ccc4c(c3)OCO4)ccc21	20
Cc1n[nH]c(C)c1C(=O)NCc1nc(-c2cccn2C)no1	-11
Cc1cc(C)n(-c2ccc(C(=O)NCc3cccs3)nn2)n1	-1
COc1ccc(S(=O)(=O)Nc2ccc(CC(=O)NC3CC3)cc2)c(C)c1	-3
NC(=O)CSc1nc2c(cnn2-c2ccccc2)c(=O)[nH]1	-4
O=C(Cc1cc(-c2ccc3c(c2)OCCO3)on1)NCc1ccco1	2
CC(C)(CNC(=O)c1ccc(-c2ccsc2)cc1)c1ccsc1	-4
Cc1cncnc1N1CCN(C(=O)Nc2ccc3c(c2)OCO3)CC1	-18
COCCN(CCOC)C(=O)c1cn(-c2ccccc2)c(=O)cc1OC	-6
Cc1nc2sc(C)c(C)n2c(=O)c1NC(=O)c1cccnc1	-6
CSCCn1c(=NC(=O)Cc2ccc(C)c(C)c2)sc2cc3c(cc21)OCCO3	-17
CN1C(=O)C(CC(=O)O)SC1=NN=Cc1ccc(O)cc1O (configuration not stated)	-1
COC(=O)c1ccccc1NC(=O)C[C@H]1CCCCN1S(=O)(=O)c1cccs1	-3
O=C(CSc1ncc(-c2ccc(F)cc2)o1)N1CCN(c2ccccc2F)CC1	-33
COc1ccc2ncc(C#N)c(Nc3ccc(OC)c(OC)c3)c2c1	3
O=C(NC(c1ccccc1)c1ccccc1)c1c[nH]c(=O)n(Cc2ccccc2F)c1=O	-1
COc1cccc(CNC(=O)CSc2ncc(-c3ccc(Br)cc3)o2)c1	9
O=C(NN=Cc1ccc(-c2cccc([N+](=O)[O-])c2)o1)c1ccccc1O	-7

Six neighbouring records already listed, quoted:
Compound	PriA SSB inh
Cc1cncnc1N1CCN(C(=O)Nc2ccc3c(c2)OCO3)CC1	-18
COCCN(CCOC)C(=O)c1cn(-c2ccccc2)c(=O)cc1OC	-6
Cc1nc2sc(C)c(C)n2c(=O)c1NC(=O)c1cccnc1	-6
CSCCn1c(=NC(=O)Cc2ccc(C)c(C)c2)sc2cc3c(cc21)OCCO3	-17
CN1C(=O)C(CC(=O)O)SC1=NN=Cc1ccc(O)cc1O (configuration not stated)	-1
COC(=O)c1ccccc1NC(=O)C[C@H]1CCCCN1S(=O)(=O)c1cccs1	-3

Going on with the list.
Compound	PriA SSB inh
COc1cccc(-n2c(SCc3nc(-c4cccc(Cl)c4)no3)nc3ccsc3c2=O)c1	-7
Cn1cccc1C(CNC(=O)c1ccc(C(F)(F)F)cc1)N1CCCC1 (configuration not stated)	6
O=C(CSc1ncnc2c1cnn2-c1ccccc1)N1CCOCC1	-14
Cc1cc(=O)[nH]c(-n2nc(C)cc2NC(=O)Nc2ccccc2)n1	5
CC(=O)Nc1ccc(SCCCC(=O)NCC2CCCO2)nn1 (configuration not stated)	1
COc1ccc(S(=O)(=O)NCCn2nc(-c3ccccn3)c3c2CCCC3)cc1F	2
Cc1ccc(Cn2cc(C=NNC(=O)Cc3nnc(NC(=O)c4ccc(C)cc4)s3)c3ccccc32)cc1	2
O=C(Cn1cnc2c(sc3cccc(F)c32)c1=O)NCc1ccc(Cl)cc1	-6
COc1ccccc1N1CCN(C(=O)Cc2csc(NC(=O)C3CC3)n2)CC1	-1
CC[C@]12C(=O)N(C)C[C@H]([C@@H]3C(=O)N(Cc4ccccc4)C(=O)[C@@H]31)N2C(=O)c1ccc(C(F)(F)F)cc1	-13
COC(=O)c1ccc(C(=O)NCc2ccc([C@@H](O)c3ccco3)s2)cc1	3
CC(=O)Nc1ccc(S(=O)(=O)NCc2ccsc2)cc1	-1
CS(=O)(=O)c1ccc(Nc2nc(C(=O)NC3CCCC3)cs2)cc1	-8
COc1ccc(NC(=O)CN(Cc2ccc(Cl)cc2)S(=O)(=O)c2cccnc2)cc1	-4
CC1(C)COc2cc(NS(=O)(=O)c3cccc(Cl)c3)ccc2NC1=O	-15

Quoted at random: three entries already listed, in no set order.
Compound	PriA SSB inh
O=C(CSc1ncnc2c1cnn2-c1ccccc1)N1CCOCC1	-14
CC[C@]12C(=O)N(C)C[C@H]([C@@H]3C(=O)N(Cc4ccccc4)C(=O)[C@@H]31)N2C(=O)c1ccc(C(F)(F)F)cc1	-13
CS(=O)(=O)c1ccc(Nc2nc(C(=O)NC3CCCC3)cs2)cc1	-8

Additional structures
Compound	PriA SSB inh
CCn1nccc1C(=O)N1CC(=O)Nc2ccccc21	-3
COc1cc(C=NNc2cc(C)nc(NS(=O)(=O)c3ccccc3)n2)ccc1O	0
O=C(Nc1nc(CC(=O)N2CCc3ccccc3C2)cs1)c1ccc(=O)[nH]c1	11
Cc1nc(N2CCCC2)nc(C)c1NC(=O)c1ccc2c(c1)OCO2	-7
Cc1nnsc1C(=O)N(Cc1ccccn1)c1nc2ccc(F)cc2s1	-14
Cc1nc2oc(-c3ccccc3)nc2cc1NC(=O)c1ccc2nsnc2c1	-14
Cc1cc(C(=O)N2CCN(CC(F)(F)F)CC2)no1	-10
Cn1nc(CN(C(=O)Cc2cccs2)C2CCCC2)c2c1CCC2	-32
CCc1nnc(NC(=O)c2ccccc2Cl)s1	-4
Cc1oc2ccc(O[C@@H](C)C(=O)O)cc2c1C(=O)O	-22
COc1ncc(NC(=O)Nc2cccc(F)c2C)c(OC)n1	-5
O=C(CSc1nc2scc(-c3cccs3)c2c(=O)n1-c1ccccc1)c1cccs1	-21
CC(/C=C/c1ccco1)=NNC(=O)Cc1cccs1	-8
Cn1cc(NC(=O)Nc2ccc(F)c(Cl)c2)c2ccccc21	-13
COc1ccc(NC(=O)CSc2nc3ccccc3c(=O)n2Cc2ccco2)c(OC)c1	-3

Continued:
Compound	PriA SSB inh
N#Cc1nccnc1N1CCC(CNC(=O)Nc2c(F)cccc2F)CC1	-7
O=c1c2c(-c3ccccc3)csc2nc2c3ccccc3c(Sc3ccc4c(c3)OCCO4)nn12	-13
CN1CCN(C(CNC(=O)c2ccc(Br)o2)c2ccc3c(c2)CCN3C)CC1 (configuration not stated)	24
CCc1nnc(NC(=O)CCc2c(C)[nH]c(=O)n(C)c2=O)s1	-4&0
NC(N)=NN=Cc1ccc2cccc(OCc3ccccc3)c2n1	13
COc1ccc(-n2nc3c(c2NC(=O)C(=O)NCc2cccs2)CS(=O)(=O)C3)cc1	-2
COc1ccc(C2(CNS(=O)(=O)CCOc3ccccc3)CCCC2)cc1	-15
Cc1ccc(N2CCCC(C(=O)Nc3ccc(Br)cc3F)C2)nn1 (configuration not stated)	-3
O=C(NC1CC1)c1ccc(N2CC[C@H](NCc3cccc(O)c3)C2)nc1	-13
COC(=O)c1ccc(C(=O)NC[C@H](OC)c2cccc(F)c2)cc1	-8
COc1cc(C(=O)Nc2cccc3nsnc23)ncn1	-7
Cc1ccc(/C=C/S(=O)(=O)N2CCCC(Cc3nc(C4CC4)no3)C2)cc1 (configuration not stated)	-7
Cc1cc([C@@H](O)CCNS(=O)(=O)c2c(C)noc2C)c(C)o1	5
COc1cc(S(=O)(=O)NCCN2CCOCC2)c(C)cc1C	-7
COc1ccc(N2CCN(C(CNC(=O)C(=O)NCc3ccccc3Cl)c3ccco3)CC2)cc1 (configuration not stated)	3

The list goes on.
Compound	PriA SSB inh
CCOC(=O)N1CCN(C(=O)CCc2sc(C)nc2-c2cccs2)CC1	-29
Cc1nccn1CC(=O)N/N=C\c1cccn1C	3
Cc1ccc(NC(=O)NCCOc2ccc(-c3ccc(F)cc3)nn2)cc1	-22&5
O=C(NCCn1cnc2ccsc2c1=O)c1ccn[nH]1	-11
CCOc1ccc(OCCNC(=O)Cc2cccc3ccccc23)cc1	-17
CNC(=O)c1ccsc1NC(=O)Cc1ccc(SC)cc1	11
CC(C)Cn1c(NC(=O)Nc2ccc(F)cc2)c2ccccc2nc1=O	4
O=C(c1cn(C[C@H](O)c2ccccc2F)nn1)N1CCSCC1	-8
S=c1[nH]ncn1N=Cc1ccccn1	-10
O=C(NCC1CCN(Cc2ccccc2)CC1)C(=O)Nc1cccc(F)c1	-18
O=C(c1ccc(F)cc1Cl)N1CCOC(c2ccc(C(F)(F)F)cc2)C1 (configuration not stated)	-12
CCCc1nnsc1C(=O)NCc1nn(C2CCCC2)c(=O)c2ccccc12	-5
O=C(Nc1ccc2c(c1)CN(C(=O)c1cccs1)CC2)c1ccccc1Cl	0
